High-throughput results deposited in PubChem by several laboratories.
TNAP inh noacc: human TNAP enzyme inhibitors, primary screen, biochemical, luminescent, no phosphate acceptor, uHTS; inhibition, % at 20 µM; Alkaline phosphatase, tissue-nonspecific isozyme (Homo sapiens), P05186; 200,000 compounds, 0.26% hits; AID 1012, 2008; purified TNAP, CDP-star luminescence, 30 min;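 active = tissue-nonspecific alkaline phosphatase inhibition above about 50% at 20 µM in the single-dose screen, limit read from the data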;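 note: 0% = DMSO negative control and 100% = EDTA positive control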
Target sequence (P05186 whole entry, looked up): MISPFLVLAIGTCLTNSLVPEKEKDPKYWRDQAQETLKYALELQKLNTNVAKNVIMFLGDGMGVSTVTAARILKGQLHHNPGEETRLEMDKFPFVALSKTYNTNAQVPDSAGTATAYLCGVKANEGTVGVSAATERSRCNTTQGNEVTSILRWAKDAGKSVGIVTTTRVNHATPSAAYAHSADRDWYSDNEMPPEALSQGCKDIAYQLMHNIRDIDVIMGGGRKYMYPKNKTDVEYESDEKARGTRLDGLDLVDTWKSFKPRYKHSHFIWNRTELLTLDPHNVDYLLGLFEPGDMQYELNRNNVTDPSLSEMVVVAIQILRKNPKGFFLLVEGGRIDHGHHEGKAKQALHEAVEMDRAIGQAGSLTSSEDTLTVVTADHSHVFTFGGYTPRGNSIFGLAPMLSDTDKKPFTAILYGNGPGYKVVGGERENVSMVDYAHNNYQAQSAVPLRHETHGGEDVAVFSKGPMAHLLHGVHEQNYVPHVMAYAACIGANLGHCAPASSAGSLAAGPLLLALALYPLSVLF
bIAP inhibitor: bovine intestinal alkaline phosphatase inhibitors, primary screen, selectivity assay for TNAP inhibitor project, biochemical, bovine IAP, CDP-star luminescence | alkaline phosphatase, intestinal [Bos taurus] | purified bovine IAP, 30 min | inhibition, % at 20 µM | 190,000 tested, under 10 active | AID 1019, 2008;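 active = over 50% inhibition of intestinal alkaline phosphatase at 20 µM in the single-dose screen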
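Assay system: bovine IAP enzyme; medium: DEA buffer 100 mM, pH 9.8, with MgCl2 1.0 mM, ZnCl2 0.02 mM; doses: 20 µM single dose; incubation: enzyme reaction for 30 min at room temperature; detection: CDP-star luminescence signal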
FLuc act counter: FLuc activators, initial screening, artefact control for FLuc-dependent activation tests, biochemical, ATPlite luminescence | Luciferin 4-monooxygenase (Photinus pyralis), P08659 | ATPlite luciferase biochemical, 10 min; 0 = ATP-free wells, 1 = DMSO control | activation factor at 10 µM | 200,000 tested, under 10 active;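 active = luciferase activation factor, scaled between plate controls, of at least 2 with compound at 10 µM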
Target sequence (P08659 whole entry, looked up): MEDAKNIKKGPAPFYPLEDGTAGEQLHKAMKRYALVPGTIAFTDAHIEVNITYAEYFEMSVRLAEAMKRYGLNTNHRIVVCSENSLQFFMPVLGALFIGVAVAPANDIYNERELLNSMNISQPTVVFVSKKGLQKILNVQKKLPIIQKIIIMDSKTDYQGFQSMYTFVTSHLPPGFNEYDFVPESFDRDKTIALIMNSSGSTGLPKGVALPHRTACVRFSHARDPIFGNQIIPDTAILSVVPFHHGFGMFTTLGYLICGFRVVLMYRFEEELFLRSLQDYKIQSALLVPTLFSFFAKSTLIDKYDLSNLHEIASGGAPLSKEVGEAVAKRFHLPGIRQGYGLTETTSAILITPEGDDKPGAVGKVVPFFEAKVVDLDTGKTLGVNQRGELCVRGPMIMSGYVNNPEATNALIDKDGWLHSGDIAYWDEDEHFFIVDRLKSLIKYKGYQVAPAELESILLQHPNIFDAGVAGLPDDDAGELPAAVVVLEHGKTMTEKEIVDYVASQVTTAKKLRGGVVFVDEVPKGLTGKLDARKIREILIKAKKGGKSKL
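Assay system: Luciferase/luciferin reagent mix; Medium: PBS as buffer for the ATP substrate; Dosing: test compounds dosed from 2 mM stocks in 100% DMSO; Times: 10 min, room temperature; Signal: luminescence from luciferase reaction; Read-out: luciferase activation; Controls: No-ATP low control, compound-free enzyme-plus-ATP high control.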
bIAP activator: bovine intestinal alkaline phosphatase activators, primary screen, biochemical, bovine IAP, CDP-star luminescence. 200,000 compounds, 0.17% hits. purified bovine IAP, 30 min; active compounds read high; fold of DMSO-control signal, blank-subtracted. alkaline phosphatase, intestinal [Bos taurus]. AID 1016, 2008. activation factor at 20 µM;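 active = activation factor of 2 or more at 20 µM, a signal rise over negative controls twice the positive control's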
APP transl inh: inhibitors of APP translation via 5'UTR reporter, primary screen, APP 5'UTR luciferase, SH-SY5Y cells; SH-SY5Y APP 5'UTR-luciferase reporter, luminescence; inhibition, % at 2 µM; 190,000 compounds, 0.82% hits; AID 1285, 2008;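 active = inhibition above a set limit, derived from the sample mean plus 3 SD, cut at about 45% in these data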; note: values of inactives mirror those of a sister screen read the other way
RAM network inh: inhibitors of the yeast RAM network, primary screen, dse1pr::URA3 reporter, 5-FOA selection. S. cerevisiae dse1pr::URA3 reporter, 5-FOA growth OD615, 2 d; analog-sensitive cbk1-as2 kinase mutant strain. inhibition, % at 50 µM. 190,000 compounds, 1.8% hits. AID 868, 2007;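 active = inhibition above a set limit, 3 SD over mean compound inhibition, cut at about 8.4% in these data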;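 note: 0% = DMSO-only wells with no growth and 100% = 10 µM 1-NA-PP1 full growth; inhibition rescues growth on 5-FOA so higher OD means more RAM inhibition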
FLuc inh counter: firefly luciferase enzyme inhibitors, primary screen, artefact control for luciferase-based inhibitor screens, biochemical, luminescence, ATPLite. Luciferin 4-monooxygenase (Photinus pyralis), P08659. 10 min. inhibition, % at 10 µM. 200,000 compounds, 1.5% hits. AID 1006, 2008;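 active = inhibition above about 50% when tested at 10 µM, limit read from the data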
TNAP act hi DEA: TNAP activators at high phosphate acceptor level, primary screen, biochemical, luminescence, uHTS. activation factor at 20 µM. 200,000 tested, under 10 active. Alkaline phosphatase, tissue-nonspecific isozyme (Homo sapiens), P05186. purified TNAP, CDP-star luminescence, 1 M DEA, 30 min; active compounds read high; 0 = EDTA background, 1 = DMSO-only activity;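 active = activation factor at least 2 at 20 µM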
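Control set: EDTA negative control, DMSO positive control / Assay system: human TNAP / Quantity: TNAP 1/800 final / Evaluation: TNAP activation factor scaled between EDTA and DMSO control wells / Measured by: luminescent substrate turnover signal / Compound dosing: one dose, 20 µM / Times: 30 min enzyme reaction at room temperature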
TNAP inh hi DEA: human TNAP enzyme inhibitors, primary screen, biochemical, luminescent, high phosphate acceptor level, uHTS. Alkaline phosphatase, tissue-nonspecific isozyme (Homo sapiens), P05186. purified TNAP, CDP-star luminescence, 1 M DEA. inhibition, % at 20 µM. 200,000 compounds, 0.03% hits. AID 1135, 2008;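 active = over 50% inhibition of tissue-nonspecific alkaline phosphatase at 20 µM in the single-dose screen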;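 note: plate controls were DMSO wells for no effect and EDTA-quenched wells as full inhibition for full effect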
Lmaj promast: Leishmania major promastigote growth inhibition, primary screen; inhibition, % at 10 µM; AID 1063, 2008; 200,000 compounds, 9% hits; Leishmania major promastigotes, resazurin fluorescence viability; in the data active = inhibition above about 50%;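 note: promastigotes grown with compound for 44 hours at 28 °C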
The depositor's hits bear a star; nt = no result given. Outcome played no part in choosing rows. About 13% of those tested had a hit in this group.

SMILES	TNAP inh noacc	bIAP inhibitor	FLuc act counter	bIAP activator	APP transl inh	RAM network inh	FLuc inh counter	TNAP act hi DEA	TNAP inh hi DEA	Lmaj promast
Cc1ccccc1NC(=O)CN1CCC(n2nnc3ccccc32)CC1	-9	2	1.1	1	-2	1.0	-6	1	-2	-5
O=C(NC(=S)Nc1ccc2c(c1)OCCO2)c1cccc(Br)c1	5	6	0.9	0.9	-91	4.1	12	1	2	68*
O=C(CN1CCN(S(=O)(=O)c2ccc(Cl)cc2)CC1)NC(=O)NC1CCCCC1	-11	-7	1	1.1	nt	0.3	-4	1	-2	32
COCCCNC(=O)Cc1coc2ccc3ccccc3c12	-12	-15	1.1	1.1	0	0.8	-8	1	-3	4
CN1CCN(CCCNC(=O)CCCOc2cc(=O)n(C)c3ccccc23)CC1	-1	9	1.1	0.9	-2	1.5	-6	1	-1	-4
CCOC(=O)/C=C1\SCC(=O)N1CCOc1cccc(Br)c1	-12	12	1	0.9	16	2.5	-4	1.1	-8	4
CCOc1cc(C(=O)NCCN2CCOCC2)cc(OCC)c1OCC	-6	9	1	0.9	1	-0.1	-4	1	0	-4
Cc1cccc(Nc2ccncc2S(=O)(=O)NC(=O)NC(C)C)c1	-6	-14	1.1	1.1	nt	nt	-6	1	-2	nt
O=C(Nc1nnc(Cc2ccccc2)s1)c1cccs1	-16	3	0.9	1	-24	3.6	8	1.1	-10	-4
Cc1ccc(CN2CCN(/N=C/c3cccs3)CC2)cc1	-6	1	1.1	1	5	1.4	-6	1.1	-6	-3
Clc1ccc(-c2cn(-c3ccccc3)c3[n+]2CCS3)cc1	-9	3	1.1	1	-12	2.2	-6	1.1	-6	70*
Cc1[nH]n(-c2ccccc2)c(=O)c1C1(C(F)(F)F)C(=O)N(c2ccc(F)cc2)C2=C1C(=O)CC(C)(C)C2 (stereo not given)	-7	-9	1	1.1	-11	nt	-4	1	-4	-4
C=CCn1c(Cc2ccc(OC)cc2)nnc1SCC(=O)NCCc1ccccc1	-16	1	1.1	1	2	0.5	-6	1.1	-9	-4
Cc1ccc(CN=C2NC(=O)C(CC(=O)NCCc3ccccc3)S2)cc1 (stereo not given)	-10	-4	1.1	1	-32	4.0	-6	1	-5	-4
C=CCN1CCN(C(c2cc(OC)ccc2OC)c2nnnn2CC2CCCO2)CC1 (stereo not given)	-6	-12	0.9	1.1	3	0.1	5	1	-2	3
Cn1cccc1Cc1nnc(SCC(=O)N2CCOCC2)n1-c1ccc(F)cc1	-7	-4	1	1	-1	-0.1	-3	1	2	-9
CC(=O)Nc1ccccc1C(=O)N1CC2(C)CC1CC(C)(C)C2 (stereo not given)	-7	0	1.1	1	15	-0.7	-9	1	-2	-8
CCCCNC(=S)N1CCn2cccc2C1c1ccccc1 (stereo not given)	-4	14	1	0.9	14	3.3	-2	1	-2	33
Cc1cccc2cc(C#N)c(NCCNC(=O)NC3CCCCC3)nc12	-21	-19	1.1	1.2	8	1.4	-6	1	-5	2
Cc1cc(NC(=O)COC(=O)C2CCCN2C(=O)c2cccs2)no1 (stereo not given)	-10	12	1.1	0.9	-4	-0.3	-8	1.1	-6	-7
CCOc1ncccc1C(=O)OCc1cc(=O)oc2c(C)c(C)ccc12	-10	5	0.9	0.9	-8	3.0	12	1.1	-7	-6
CCO[C@H]1OC(C(=O)Nc2ccccc2)=C[C@@H](c2csc3ccccc23)[C@@H]1CCCO	-1	-14	1	1.1	19	5.8	0	1	-2	58*
COCCCNC(=O)c1sc2ncnc(N3CCc4ccccc4C3)c2c1C	-2	6	1	0.9	-4	5.6	0	1	-2	41
CC(=O)Nc1ccc(SCC(=O)c2cc(C)n(-c3ccccc3F)c2C)cc1	-7	-1	0.7	1	-78	4.0	34	1	-4	81*

Gathered by group, those above containing a thiophene ring, fused or not (five)
SMILES	TNAP inh noacc	bIAP inhibitor	FLuc act counter	bIAP activator	APP transl inh	RAM network inh	FLuc inh counter	TNAP act hi DEA	TNAP inh hi DEA	Lmaj promast
O=C(Nc1nnc(Cc2ccccc2)s1)c1cccs1	-16	3	0.9	1	-24	3.6	8	1.1	-10	-4
Cc1ccc(CN2CCN(/N=C/c3cccs3)CC2)cc1	-6	1	1.1	1	5	1.4	-6	1.1	-6	-3
Cc1cc(NC(=O)COC(=O)C2CCCN2C(=O)c2cccs2)no1 (stereo not given)	-10	12	1.1	0.9	-4	-0.3	-8	1.1	-6	-7
CCO[C@H]1OC(C(=O)Nc2ccccc2)=C[C@@H](c2csc3ccccc23)[C@@H]1CCCO	-1	-14	1	1.1	19	5.8	0	1	-2	58*
COCCCNC(=O)c1sc2ncnc(N3CCc4ccccc4C3)c2c1C	-2	6	1	0.9	-4	5.6	0	1	-2	41

A different layout for two compounds above.
Fields: TNAP inh noacc, bIAP inhibitor, FLuc act counter, bIAP activator, APP transl inh, RAM network inh, FLuc inh counter, TNAP act hi DEA, TNAP inh hi DEA, Lmaj promast
Cc1cc(NC(=O)COC(=O)C2CCCN2C(=O)c2cccs2)no1 (stereo not given)
 : -10, 12, 1.1, 0.9, -4, -0.3, -8, 1.1, -6, -7
CC(=O)Nc1ccccc1C(=O)N1CC2(C)CC1CC(C)(C)C2 (stereo not given)
 : -7, 0, 1.1, 1, 15, -0.7, -9, 1, -2, -8

(list continues)
SMILES	TNAP inh noacc	bIAP inhibitor	FLuc act counter	bIAP activator	APP transl inh	RAM network inh	FLuc inh counter	TNAP act hi DEA	TNAP inh hi DEA	Lmaj promast
Cn1cnc([N+](=O)[O-])c1Oc1cccc2ccccc12	3	-18	1.1	1.2	-10	4.2	-9	1	-3	73*
CCc1nn2c(=O)cc(CSc3nc(C)cc(=O)[nH]3)nc2s1	-15	11	1	0.9	-10	-0.1	-4	1	-4	-7
CCCCOc1ccc([N+](=O)[O-])cc1C(=O)O	-12	-3	1.1	1	2	-0.4	-8	1	-3	-4
Cc1ccc(S(=O)(=O)/N=C2/C=C(Sc3ncn[nH]3)C(=O)c3ccccc32)cc1	50	26	0.9	0.7	64*	3.1	10	0.9	14	100*
Cc1cc(C)c2nc3c(c(C(=O)O)c2c1)CCC3	-7	-7	1	1.1	18	1.4	-1	1.1	-7	-5
CCOc1ncccc1C(=O)OCC(=O)N1CCN(S(=O)(=O)c2ccc(Cl)cc2)CC1	4	-8	1.1	1.1	7	0.8	-9	1.1	-6	12
COC(=O)C1CCN(C(=O)c2cc3ccccc3oc2=O)CC1	-12	9	1	0.9	-36	1.5	0	0.9	7	-5
CC1C(C#N)=C(SCC(N)=O)NC2=C1C(=O)CC(C)(C)C2 (stereo not given)	-4	-2	1	1	0	-0.7	-2	1	0	-7
CCCCn1c(Cc2ccccc2)nnc1SCC(=O)Nc1cc(C)on1	-10	6	1.1	0.9	17	2.7	-6	1	-2	1
Cc1[nH]nc(SCC(=O)NCc2ccc(F)cc2)c1[N+](=O)[O-]	-6	-10	1	1.1	2	1.8	-4	1	3	-2
Cc1ccc2c(c1)N(CC(=O)OCC(=O)NCc1ccccc1)C(=O)CO2	-8	8	1.1	0.9	-13	0.7	-8	1	-4	-5
COc1ccccc1NC(=O)CCC(=O)OCc1ccc(Br)cc1	-5	6	1	0.9	16	-0.2	-3	1	-5	-8
CC(=O)c1cn(CC(=O)Nc2ccc(C)cc2C)c2ccccc12	-8	9	1.1	0.9	14	0.7	-8	1	-2	-3
COC(=O)CCNC(=O)c1ccc2[nH]c(C)c(C)c2c1	-16	7	0.9	0.9	4	0.6	8	1.1	-6	-6
COc1ccc(CSc2nncn2C)cc1F	-2	-6	1.1	1.1	-25	0.1	-6	1	-2	-4
CCOc1ccc(C(=O)N2CCN(C(=O)c3ccco3)CC2)cc1OCC	-14	-2	1	1	-6	0.2	-4	1	-3	-5
COc1cccc(-c2csc(N3CCN(C(=O)C4CCCCC4)CC3)n2)c1	-3	-2	1	1	0	3.3	-4	1	-3	-4
Cc1cc(C)nc(N/N=C/c2cc3c(cc2[N+](=O)[O-])OCO3)n1	5	1	1	1	-4	0.6	4	1	3	-5
O=C(/C=C/c1cccs1)Nc1ccc(Br)cn1	-7	10	0.9	0.9	92*	1.1	14	1	1	-3
COc1ccc(S(=O)(=O)Nc2ccc3cn[nH]c3c2)cc1C	-7	-4	1	1	8	0.6	-4	1	1	20
CCS(=O)(=O)c1ccc(-c2csc(-c3ccccc3)n2)c(Cl)c1Cl	-4	6	1	0.9	-11	7.4	4	1	-2	7
CC1(C)C(c2ccccc2)=NC(c2ccc(Br)cc2)N1O (stereo not given)	-5	3	1.1	1	2	1.1	-6	1	-1	-8
CNC(=O)CNC(=O)Nc1ccc(Cl)c(Cl)c1	-5	6	1.1	0.9	-6	-0.2	-5	1	-1	-3
COc1ccc2c(c1)[N+](C)(C)C(C)(C)C=C2C	-3	6	1.1	0.9	10	1.5	-6	1	-2	0
Cn1c(=O)n(C)c2cc(NC(=O)CSc3nnc(-c4ccccc4O)n3-c3ccccc3)ccc21	-17	-26	1.1	1.3	9	4.4	-8	1	-3	60*
O=C(Nc1nnc(C2=COCCO2)o1)c1ccc(Cc2ccccc2)cc1	-60	-1	1	1	-17	2.2	-3	1	0	7
Cc1nn(-c2ccccc2)c2c1C(O)n1c(nc3ccccc31)S2 (stereo not given)	6	10	1	0.9	9	-1.1	3	1	-5	58*
O=C(Cc1ccccc1[N+](=O)[O-])NCCC1=CCCCC1	0	2	1.1	1	-14	1.7	-6	1	-2	0
Cc1ccc(-c2csc3ncnc(SCC(N)=O)c23)cc1	-3	-15	1.1	1.1	-1	3.2	-7	1	-4	-11
COc1ccc(Cl)cc1N/C(N)=N/c1nc(CSc2ccc(C)cc2)cc(=O)[nH]1	-29	-51	1	1.5	nt	3.6	2	1	-4	12
CCn1c(SCC(=O)NC2CCCCC2C)nnc1-c1ccc(OC)cc1 (stereo not given)	4	-5	1.1	1.1	1	-0.5	-9	1	-4	-6
CC(C)C(=O)Nc1cccc(NC(=O)c2ccc(Cl)cc2Cl)c1	-15	-6	0.9	1.1	3	0.8	5	1	0	-4
